# From PubChem
# MC4R antag cAMP: MC4R antagonists of cAMP signaling, primary screen, cell-based, TR-FRET, antagonist arm of biased-ligand search | Melanocortin receptor 4 (Homo sapiens), P32245 | MC4R-expressing cells, MTII-stimulated cAMP, LANCE TR-FRET | inhibition, % at 6.5 µM | actives 0.48% (n = 360,000);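 active = inhibition above its plate's cutoff, the mean of tested wells on that plate plus 3 SD, cut at about 29% in these data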;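 note: 0% = Melanotan II alone and 100% = Melanotan II plus saturating MCL0020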
#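 Assay system: human MC4R-expressing U2OS cells; reagent: Melanotan II stimulation of cells; dosing: 6.5 µM single dose; timing: compound 30 min, challenge 1 h, detection 1 h; signal: TR-FRET cAMP assay; replicates: one well per compound, no replicates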
# Cardio protect: cardioprotection against H2O2-induced cell death, primary screen, uHTS, H9c2 cells, ATPLite luminescence | H9c2 cardiomyocytes, H2O2 injury protection, 2 h | protection from H2O2 cell death, % at 20 µM | actives 0.63% (n = 360,000) | AID 588492, 2011;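 active = compounds giving at least 50% protection of heart cells from peroxide-induced death in the single-dose screen, raw or plate-pattern-corrected value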;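 note: 0% = DMSO wells with peroxide and 100% = DMSO wells without peroxide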
# SRC2 inh: inhibition of GAL4-SRC2 driven luciferase reporter, primary screen, SRC2 inhibitor project, cell-based, luminescence; inhibition, % at 9 µM; AID 651957, 2012; HEK293 GAL4-SRC2 luciferase reporter; actives 0.17% (n = 370,000); Nuclear receptor coactivator 2 (Homo sapiens), Q15596;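 active = inhibition above the mean inhibition of all tested compounds plus 3 SD, set per campaign, cut at about 52% in these data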;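 note: 0% = DMSO treated cells and 100% = cells given Gossypol at 36 µM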
# MC4R barr agon: MC4R agonists recruiting beta-arrestin, primary screen, cell-based, luminescence, agonist arm of biased-ligand search | U2OS MC4R beta-arrestin complementation; percent of melanotan II response, DMSO zero | Melanocortin receptor 4 (Homo sapiens), P32245 | activation, % at 8.9 µM | actives 0.98% (n = 360,000);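 active = activation above a per-plate cutoff, the mean activation of sample wells on that plate plus 3 SD, cut at about 8% in these data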
# ABHD5 PLIN5 PPI: ABHD5-PLIN5 interaction inhibitors, primary screen, cell lysate, split luciferase complementation, luminescence | AID 602281, 2012 | inhibition, % at 4 µM | actives 0.78% (n = 360,000) | Perilipin-5 (Homo sapiens) + 1-acylglycerol-3-phosphate O-acyltransferase ABHD5 (Homo … | Split G. princeps luciferase complementation, 4 h;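 active = inhibition above the mean inhibition across every tested compound plus 3 SD, cut at about 22% in these data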;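 note: 0% = DMSO only wells and the 100% control is not disclosed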
# HTR2A ag: mouse Htr2a agonists via beta-arrestin recruitment, primary screen, cell-based, luminescence | 5-hydroxytryptamine receptor 2A (Mus musculus), P35363 | CHO-K1 mHTR2A beta-arrestin complementation; percent of 30 µM serotonin response | activation, % at 7.6 µM | actives 0.66% (n = 360,000) | AID 624169, 2012;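 active = activation above a run cutoff, the mean activation of all tested compounds plus 3 SD, cut at about 14% in these data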;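 note: 0% = plate median of compound wells and 100% = 30 µM serotonin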
# NOD2-RIPK2 inh: NOD2-RIPK2 binding disruptors in cells, primary screen, fluorescence, CHO cells, BLA complementation; CCF4 ratio; AID 624267, 2012; actives 0.38% (n = 360,000); inhibition, % at 4.98 µM; Receptor-interacting serine/threonine-protein kinase 2 (Homo sapiens), O43353; in the data active = inhibition above about 21%;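 note: 0% = vehicle only and 100% = reference blocker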
# TLR9-MyD88 inh: inhibitors of TLR9-MyD88 association in cells, primary screen, cell-based, CHO, BLA complementation, fluorescence. Toll-like receptor 9 (Homo sapiens) + Myeloid differentiation primary response protein …. CCF4 FRET ratio. inhibition, % at 4.98 µM. actives 0.21% (n = 340,000);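 active = inhibition above the mean over all tested compounds plus 3 SD, cut at about 21% in these data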;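 note: 0% = DMSO only wells and 100% = clavulanate BLA inhibitor control wells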
# Target sequence (Q99836 whole entry, looked up): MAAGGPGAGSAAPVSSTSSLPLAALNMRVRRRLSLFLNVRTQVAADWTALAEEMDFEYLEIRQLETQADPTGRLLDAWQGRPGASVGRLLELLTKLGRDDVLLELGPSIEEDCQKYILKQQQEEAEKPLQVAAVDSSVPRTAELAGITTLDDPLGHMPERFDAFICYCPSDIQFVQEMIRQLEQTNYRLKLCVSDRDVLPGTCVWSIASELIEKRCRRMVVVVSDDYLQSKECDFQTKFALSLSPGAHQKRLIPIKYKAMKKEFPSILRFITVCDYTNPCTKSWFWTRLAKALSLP
# Target sequence (Q9NR96 whole entry, looked up): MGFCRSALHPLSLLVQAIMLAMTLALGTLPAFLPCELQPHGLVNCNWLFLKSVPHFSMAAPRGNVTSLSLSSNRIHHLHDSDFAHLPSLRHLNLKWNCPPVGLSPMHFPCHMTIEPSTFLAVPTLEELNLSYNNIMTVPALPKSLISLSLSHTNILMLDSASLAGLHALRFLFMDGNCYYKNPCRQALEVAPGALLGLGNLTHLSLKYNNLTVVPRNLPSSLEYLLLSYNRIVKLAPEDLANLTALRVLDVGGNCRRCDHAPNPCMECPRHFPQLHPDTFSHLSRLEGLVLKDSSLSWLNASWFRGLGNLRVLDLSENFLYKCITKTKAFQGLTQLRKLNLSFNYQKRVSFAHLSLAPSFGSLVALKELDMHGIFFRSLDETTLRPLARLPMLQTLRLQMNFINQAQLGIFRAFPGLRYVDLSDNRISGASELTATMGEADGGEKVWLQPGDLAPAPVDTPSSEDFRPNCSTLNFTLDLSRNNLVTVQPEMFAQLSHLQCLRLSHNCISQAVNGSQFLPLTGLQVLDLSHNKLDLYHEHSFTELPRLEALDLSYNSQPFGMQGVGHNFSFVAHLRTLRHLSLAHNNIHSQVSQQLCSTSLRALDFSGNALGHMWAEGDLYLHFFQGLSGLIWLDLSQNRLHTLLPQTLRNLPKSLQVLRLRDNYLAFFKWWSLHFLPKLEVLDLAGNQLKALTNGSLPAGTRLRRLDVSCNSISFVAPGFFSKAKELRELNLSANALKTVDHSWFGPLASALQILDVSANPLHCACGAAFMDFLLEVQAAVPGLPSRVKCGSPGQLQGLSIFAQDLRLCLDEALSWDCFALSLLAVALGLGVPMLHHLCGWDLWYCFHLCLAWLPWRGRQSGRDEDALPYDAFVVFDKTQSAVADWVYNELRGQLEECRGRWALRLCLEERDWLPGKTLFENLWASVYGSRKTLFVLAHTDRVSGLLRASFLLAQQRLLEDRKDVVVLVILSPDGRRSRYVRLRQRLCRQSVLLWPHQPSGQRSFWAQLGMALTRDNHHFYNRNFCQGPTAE
# Glyco luc inh: increase of ERlucT glycosylation luciferase signal, primary screen, N-linked glycosylation inhibitor project, D54 ERlucT cells, luminescence, set 2 | D54 ERlucT glycosylation luciferase reporter, 24 h; percent of 100 nM tunicamycin response | reporter increase, % at 12.5 µM | actives 0.23% (n = 360,000);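 active = mean luciferase reporter signal, scaled so untreated is 0 and the glycosylation-blocking control 100, at or above a set limit in every replicate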;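 note: luciferase carries N-glycosylation sites so blocking glycosylation raises the light; 0% = median of neutral control wells and 100% = median of 100 nM tunicamycin wells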
# ABCB6 inh MLPCN: ABCB6 transporter inhibitors, primary screen, K562-ABCB6 cells, flow cytometry, MLPCN library. ATP-binding cassette sub-family B member 6 (Homo sapiens), Q9NP58. K562-ABCB6 porphyrin accumulation, 1 h; active compounds read low. fluorescence ratio to DMSO, % at 10 µM. actives 0.19% (n = 360,000);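 active = fluorescence ratio to DMSO below 75%, the collection mean minus 3 SD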;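 note: signal is porphyrin accumulated inside mitochondria; 100% equals median channel fluorescence of DMSO control wells; lower ratio means ABCB6 inhibition with less porphyrin fluorescence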
# Numbers without * were called inactive; x = not tested or not shown; & = joins results of further samples.
SMILES,MC4R antag cAMP,Cardio protect,SRC2 inh,MC4R barr agon,ABHD5 PLIN5 PPI,HTR2A ag,NOD2-RIPK2 inh,TLR9-MyD88 inh,Glyco luc inh,ABCB6 inh MLPCN
O=C(CN1CCCCC1)Nc1cccc2c1OCO2,0,-4,7,-1.2,3,2,0,13,4,102
CC1CCN(S(=O)(=O)N2CCC(C(=O)NCCc3ccccc3)CC2)CC1,9,-1,2,-2.8,2,7,-7,8,0,93
CCOc1ccc(CNn2cnnc2)cc1,0,-2,-21,-0.6,10,4,5,1,0,95
O=C(Nc1ccc(Oc2cccc(C(F)(F)F)c2)nc1)c1ccco1,6,-6,20,1.8,0,0,8,1,-5,97
Cc1ccc(CCN2CC(C(=O)NCc3cccnc3)CC2=O)cc1 (configuration not stated),1,-1,-15,-0.3,1,1,-10,-1,1,99
O=C(Cc1cccc(NC(=O)C2CCN(C(=O)CCc3ccccc3)CC2)c1)Nc1cccc(C(=O)N2CCCC2)c1,0,-22,-22,-0.4,-8,3,-5,-2,3,103
CC(C)OC(=O)c1cc2ccccc2oc1=O,15,-4,-12,0.1,-2,-4,9,-8,-1,99
COc1ccc(C(=O)CSc2ncnc3nc[nH]c23)cc1,-8,-4,-8,-2.2,0,1,0,2,-2,99
CCc1ccc(-c2nc(CS(=O)CC(=O)NCc3ccc4c(c3)OCO4)c(C)o2)cc1 (configuration not stated),4,-6,8,0.4,-8,1,-5,-3,5,85
CN(C)S(=O)(=O)c1cccc(NC(=O)c2cc3c(cc2Cl)N2CCCCCC2=NS3(=O)=O)c1,8,0,14,-2.3,-2,-1,-1,7,3,99
O=C(OCc1nc2ccc(Cl)cc2n1CCO)c1ccc(O)cc1,10,9,7,-0.1,4,-2,-8,7,-3,101
O=C(/C=C1\OCc2ccccc21)c1ccccc1,x,x,-74,x,-6,-4,-6,x,x,x
NC(=O)NC(=O)c1nccnc1C(=O)O,8,-2,-5,-0.7,2,1,-2,1,1,99
Cc1ccc(S(=O)(=O)/N=C2\C=C(Nc3ccc(O)cc3)C(=O)c3ccccc32)cc1,-31,-13,x,-3.7,-6,-11,-5,-5,-23,x
O=C(NC1CCCCC1)C(c1cccnc1)N(C(=O)c1csnn1)c1ccc(F)cc1 (configuration not stated),5,-1,9,-0.4,-4,-1,-7,2,3,93
COc1cccc(/C=C(/CC(=O)Nc2ccc(N3CCOCC3)cc2)c2nc3ccccc3s2)c1,1,-5,-5,-0.6,2,4,-1,-9,-7,102
CC(=O)c1ccc(NC(=O)NC2CCCCCCC2)cc1,1,1,-44,-0.7,7,1,4,-12,-5,98
COc1ccc(Nc2c(-c3ccco3)nc3ccc(C)cn23)cc1,8,-5,-31,0.8,1,7,-1,5,-2,581
COc1cc(S(=O)(=O)Nc2cccc(C)c2)ccc1NC(=O)c1ccncc1,-4,-6,-7,-2.5,7,-4,1,4,0,94
CCOc1ccc(OCCC(=O)OCC(=O)Nc2cc(OCC)c(N3CCOCC3)cc2OCC)cc1,9,-6,-2,-1.6,-1,5,0,3,0,93
COc1ccc(Nc2nc(NCc3ccco3)nc(N3CCOCC3)n2)cc1,-2,-7,-5,-1.6,0,-1,-15,-6,-9,101
COC(=O)c1cc(OC)c(OC)cc1NC(=O)c1cccc(C)c1,4,-2,8,5.0,2,5,0,3,1,96
Cc1[nH]c2ccccc2c1C(=O)C(=O)N1CCOCC1,19,2,-5,-3.9,-3,0,6,-1,1,100
Cc1nc2ncnn2c(N2CCC(C(=O)NCC3CCCO3)CC2)c1Cc1ccccc1 (configuration not stated),5,-4,x,-2.2,4,-1,-1,4,1,94
O=C(Cc1ccccc1)NC(=S)Nc1ccc(N2CCCCC2)cc1,7,-9,-3,4.8,-7,0,0,-3,5,100

# 2 of the compounds above, with two lines to a compound:
# Values in the order: MC4R antag cAMP, Cardio protect, SRC2 inh, MC4R barr agon, ABHD5 PLIN5 PPI, HTR2A ag, NOD2-RIPK2 inh, TLR9-MyD88 inh, Glyco luc inh, ABCB6 inh MLPCN
O=C(Nc1ccc(Oc2cccc(C(F)(F)F)c2)nc1)c1ccco1
 : 6, -6, 20, 1.8, 0, 0, 8, 1, -5, 97
O=C(OCc1nc2ccc(Cl)cc2n1CCO)c1ccc(O)cc1
 : 10, 9, 7, -0.1, 4, -2, -8, 7, -3, 101

# The listing picks up, starting 4 compounds before the break.
SMILES,MC4R antag cAMP,Cardio protect,SRC2 inh,MC4R barr agon,ABHD5 PLIN5 PPI,HTR2A ag,NOD2-RIPK2 inh,TLR9-MyD88 inh,Glyco luc inh,ABCB6 inh MLPCN
COC(=O)c1cc(OC)c(OC)cc1NC(=O)c1cccc(C)c1,4,-2,8,5.0,2,5,0,3,1,96
Cc1[nH]c2ccccc2c1C(=O)C(=O)N1CCOCC1,19,2,-5,-3.9,-3,0,6,-1,1,100
Cc1nc2ncnn2c(N2CCC(C(=O)NCC3CCCO3)CC2)c1Cc1ccccc1 (configuration not stated),5,-4,x,-2.2,4,-1,-1,4,1,94
O=C(Cc1ccccc1)NC(=S)Nc1ccc(N2CCCCC2)cc1,7,-9,-3,4.8,-7,0,0,-3,5,100
O=C(Nc1ccc(NS(=O)(=O)c2ccccc2)cc1)c1ccc(Cl)cc1,1,-3,12,4.4,-4,4,9,5,-2,97
Cc1ccc(OCc2nnc(SCC(=O)NCc3ccco3)n2C)cc1,1,3,11,-1.8,0,-1,-7,4,-1,99
Cc1cc(C(F)F)n2ncc(C(=O)NCc3ccc(F)cc3)c2n1,8,0,20,0.3,5,-5,6,4,-2,98
C[C@H]1COc2cccc(N3CCC[C@H]3CO)c2S(=O)(=O)N1,x,x,-7,x,1,1,-8,x,x,99
CCCOCn1cc(F)c(=O)[nH]c1=O,9,-1,-2,0.9,1,0,-14,-12,2,98
Cc1cc(=O)oc2cc(OCC(=O)N3CCOCC3)c(Cl)cc12,3,6,4,-1.3,2,2,2,-8,2,101
O=[N+]([O-])c1ccc(N/N=C/c2cccs2)nc1,-5,-7,-34,-2.3,-2,-1,13,13,-2,94
Cc1ccc(C(=O)N/C(=C/c2cccc([N+](=O)[O-])c2)C(=O)NCC2CCCO2)cc1 (configuration not stated),7,0,4,-1.4,-3,-1,-2,-6,2,98
O=C(NCCCN1CCOCC1)c1cc(-c2ccc(F)cc2)on1,6,0,-22,-0.8,6,-3,-1,-2,15,99
COc1ccc(N2C(=O)CC(SCCc3nc4ccccc4[nH]3)C2=O)cc1 (configuration not stated),5,-5,8,-1.6,-5,-4,5,-2,-2,100
CC(=O)N/C(=N/c1nc(C)cc(C)n1)Nc1ccc(F)cc1F,4,0,-7,-0.6,-3,-4,2,-11,-1,98
Cc1cccc(N2CCN(C(=O)CCS(=O)(=O)c3ccc4c(c3)oc(=O)n4C)CC2)c1C,-2,-4,-12,0.1,-2,-2,-5,12,1,90
Cc1ccc2c(c1)NC(=O)C(CC(=O)NCCCN1CCCCC1)O2 (configuration not stated),-2,4,7,-2.1,5,-1,6,-3,2,104
Cc1cc(C)c(NC(=O)CSc2nccn2C)c(C)c1,-6,3,-10,2.8,5,1,-4,-1,3,95
CC1(C)c2ccccc2C(=O)c2ccccc21,2,3,-10,-1.1,-2,-4,0,8,-1,97
CO[C@@H]1CN(C)C(=O)c2ccc(NS(=O)(=O)c3c(C)noc3C)cc2OC[C@@H](C)NC[C@@H]1C,x,x,0,x,1,3,-2,x,x,x
CC(C)(C)NC(=O)NC12CC3CC(CC(C3)C1)C2,-2,-11,-17,-3.0,-5,-3,-2,-2,-1,100
O=C(O)/C=C/C(=O)Nc1ccccc1C(=O)Nc1ccccc1,8,-2,-29,-0.8,13,5,4,-4,-1,102
COc1ccc(NC(=O)C2CCN(S(=O)(=O)c3cccs3)CC2)cc1OC,13,0,-6,-0.6,2,-2,2,-6,-2,89
CC1CNCCN1S(=O)(=O)c1cccc2cnccc12 (configuration not stated),-10&14,-27&3,31&25,1.2&-1.1,-7&1,-5&8,-1&1,-2&-3,-4&-2,102&101
Cc1ccccc1NC(=O)c1sc(NC(=O)COc2ccccc2)c(C#N)c1C,2,-14,5,7.0,-7,0,1,-14,0,174
Cc1ccc(S(=O)(=O)CCC(=O)Nc2sccc2C(N)=O)cc1,8,-7,-15,0.6,-23,-5,-15,-5,-4,102
CCOC(=O)C(C(C)=O)c1nc(C)nc2c1nnn2Cc1ccccc1Cl (configuration not stated),5,9,12,-0.7,1,11,-8,-5,0,79
CC1CCN(C(=O)CSc2nnc(CNc3ccc(F)cc3)n2Cc2ccco2)CC1,8,-4,3,-1.4,-2,0,-5,2,0,90
O=C(N/N=C/c1ccccn1)c1ccc(NC(=O)c2cccc([N+](=O)[O-])c2)cc1,15,69*,-4,0.8,-9,3,-10,x,0,104
COC(=O)[C@@]12CCCCN1[C@H](c1ccc(-c3ccc(C(C)=O)cc3)c(OC)c1)[C@@H]1C(=O)N(C)C(=O)[C@@H]12,-7,3,-32,1.1,5,2,-1,-2,-7,97
CN(CC(=O)Nc1cccc(F)c1)C(=O)c1ccc(-c2cccc(C(F)(F)F)c2)o1,-4,-3,-10,4.0,-12,-6,3,-5,-1,93
CN(C)c1ccc(C(CC(=O)O)C(=O)O)cc1 (configuration not stated),-4,-2,-8,-0.4,7,3,-9,0,-2,100
COc1ccc(S(=O)(=O)Nc2ccc3c(c2)C(=O)N([C@H](C)CO)C[C@H](C)[C@@H](CN(C)Cc2ccncc2)OCCCC[C@@H](C)O3)cc1,-2,9,-2,-0.1,0,-1,-3,9,0,101
Cc1cc(C)n(CC(=O)N2CCCC(N3CCN(c4ccc(F)cc4)CC3)C2)n1 (configuration not stated),-1,0,5,0.5,-1,-3,-12,-14,2,108

# Only part of the results is shown; rates above refer to the full screens.
